# Screening data as filed in PubChem BioAssay.
# BRCA1 expr act: qHTS Assay to Identify Small Molecule Activators of BRCA1 Expression | MCF7-BRCA1-FFLuc reporter, luminescence, 48 h; response scale: scaled: vehicle 0%, 10 µM genistein 100% | Potency, µM (top dose mostly 46.1 µM), inactives show at the top dose activation, hits mostly activators | hit rate 1.1% among 380,000 | AID 624202, 2012; also: potency is read from the fitted curve at half-maximal effect; nearly all actives have a fitted effect of over 80% in size; some results filed as inactive show a strong effect at the top dose
#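 Luminescence from a BRCA1-driven firefly luciferase in MCF7 cells was the read-out, taken 15 min after substrate addition following 48 h compound exposure at 37 °C. Data were normalized to a 10 microM genistein control and DMSO vehicle.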
# FLuc modulator: qHTS profiling assay for firefly luciferase inhibitor/activator using purifed enzyme and Km concentrations of substrates (counterscreen for miR-21 project); Luciferin 4-monooxygenase (Photinus pyralis), P08659; Potency, µM (highest dose often 57.5 µM), without a hit: at the top dose activity change, negative = inhibition, most hits filed as inhibitors; hit rate 6.9% among 360,000; purified FLuc, Km substrates, luminescence inhibition; AID 588342, 2011;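 also: potency is read from the fitted curve at half-maximal effect; plate controls were vehicle for no effect and reference inhibitor for full effect; nearly all actives have a fitted effect of over 55% in size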
# Target sequence (P08659 whole entry, looked up): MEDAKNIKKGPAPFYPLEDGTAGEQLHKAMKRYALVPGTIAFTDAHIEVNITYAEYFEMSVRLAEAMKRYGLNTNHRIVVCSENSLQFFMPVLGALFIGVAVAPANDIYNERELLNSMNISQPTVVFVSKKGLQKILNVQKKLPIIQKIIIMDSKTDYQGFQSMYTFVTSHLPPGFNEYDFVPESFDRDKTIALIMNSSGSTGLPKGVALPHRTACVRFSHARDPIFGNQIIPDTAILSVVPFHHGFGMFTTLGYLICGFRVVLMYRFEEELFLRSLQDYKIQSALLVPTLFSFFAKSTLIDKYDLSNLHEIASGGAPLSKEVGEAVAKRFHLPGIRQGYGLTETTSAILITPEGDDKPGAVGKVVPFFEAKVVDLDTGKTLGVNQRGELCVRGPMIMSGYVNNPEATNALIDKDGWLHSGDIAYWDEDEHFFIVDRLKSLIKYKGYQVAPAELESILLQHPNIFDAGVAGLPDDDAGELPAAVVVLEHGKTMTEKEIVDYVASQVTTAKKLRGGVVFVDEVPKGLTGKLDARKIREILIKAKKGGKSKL
#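 Biochemical qHTS of compounds, final roughly 60 µM downward over six points, against 10 nM purified firefly luciferase using Km concentrations of substrates (10 uM D-luciferin, 10 uM ATP) in Tris acetate pH 7.5 buffer; luminescence output.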
# NPC1 prom act: qHTS Assay for NPC1 Promoter Activators; Huh7 NPC1 promoter luciferase reporter, 24 h; Potency, µM (titrated, usually from 9.22 µM), for inactives: at the top dose activation, usual class: activators; hit rate 2.4% among 320,000; AID 485313, 2010;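 also: potency is read from the fitted curve at half-maximal effect; % of control where 0% means no effect; nearly all actives have a fitted effect of over 60% in size; reporter is driven by a mutant NPC1 promoter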
#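 Luminescence read-out of NPC1 promoter-driven luciferase in stably transfected Huh7 cells; compounds delivered in DMSO and left 24 h at 37C, 5% CO2, qHTS titration format.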
# RORgamma inh: qHTS for inhibitors of ROR gamma transcriptional activity; Nuclear receptor ROR-gamma (Mus musculus), P51450; Drosophila S2 Gal4-RORgamma UAS-luciferase reporter, 20 h; Potency, µM (series often up to 53.6 µM), inactives show at the highest dose activity change, negative = inhibition, usual class: inhibitors; hit rate 5.4% among 310,000; also: potency is read from the fitted curve at half-maximal effect; % is scaled to controls: 0 for no effect and ±100 for the full control effect; nearly all actives have a fitted effect of over 60% in size
#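 Stable Schneider cell line, Gal4 DNA-binding domain fused to ROR gamma, UAS-luciferase. Cmpd 1 hr RT → CuSO4 700 uM final → 20 hr RT → luciferase reagent 10 min → luminescence.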
# ELG1 DNA repair: qHTS screen for small molecules that inhibit ELG1-dependent DNA repair in human embryonic kidney (HEK293T) cells expressing luciferase-tagged ELG1; hit rate 2.3% among 330,000; Potency, µM (highest dose often 46.1 µM), inactives show top-dose activity change, negative = inhibition, hits mostly inhibitors; HEK293T ELG1-luciferase reporter, luminescence, 16 h; DNA damage induced by 5-fluorouridine; also: potency is read from the fitted curve at half-maximal effect; % is scaled to controls: 0 for no effect and ±100 for the full control effect; nearly all actives have a fitted effect of over 55% in size
#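 HEK293T cells expressing luciferase-tagged ELG1 (2,000/well) received 5-Fluorouridine plus compound or DMSO for 16 hr at 37 °C. Luciferase was read by ONE-Glo luminescence after 30 min at room temperature.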
# Gal4-VP16 FLuc: VP16 counterscreen qHTS for inhibitors of ROR gamma transcriptional activity. Drosophila S2 Gal4-VP16 UAS-luciferase, luminescence, 20 h. Potency, µM (highest dose often 53.6 µM), for inactives: top-dose activity, negative = inhibition, usual class: inhibitors. hit rate 3.5% among 310,000;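 also: Gal4-VP16 expression switched on by copper sulfate through the metallothionein promoter; potency is read from the fitted curve at half-maximal effect; % is scaled to controls: 0 for no effect and ±100 for the full control effect; nearly all actives have a fitted effect of over 50% in size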
# Rab9 promoter act: qHTS Assay for Rab9 Promoter Activators. hit rate 2.8% among 320,000. Potency, µM (doses to about 9.22 µM), for the others: at the highest dose activation, negative = inhibition, usual class: activators. AID 485297, 2010. Huh7 Rab9 promoter-luciferase reporter, luminescence, 24 h; also: potency is read from the fitted curve at half-maximal effect; % of control where 0% means no effect; nearly all actives have a fitted effect of over 60% in size
#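 Stable Rab9-luc Huh7, 1500 cells/well, 2 h settle; cmpd in DMSO, 24 h, 37 °C/5% CO2; luciferase reagent 10 min RT; luminescence.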
# p53 reactivator: qHTS assay for re-activators of p53 using a Luc reporter; H1299 p53-A138V BP100-luciferase reporter, luminescence, 24 h; Potency, µM (doses to about 92.2 µM), for inactives: at the top dose activity change, positive = activation, actives largely listed as activators; hit rate 0.063% among 320,000; also: potency is read from the fitted curve at half-maximal effect; % of control where 0% means no effect; nearly all actives have a fitted effect of over 45% in size
#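 p53-null H1299 cells stably carrying temperature-sensitive p53-A138V and a BP100-luciferase reporter were pinned with compounds (4-point, 1:5 series) and held 24 hrs at 37 deg C. Luminescence was read 10 min after detection reagent.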
# ELG1 genotoxic: qHTS screen for small molecules that induce genotoxicity in human embryonic kidney (HEK293T) cells expressing luciferase-tagged ELG1. hit rate 1.3% among 330,000. HEK293T ELG1-luciferase reporter, luminescence, 16 h. Potency, µM (top dose mostly 46 µM), for inactives: at the highest dose activity change, positive = activation, most hits filed as activators; also: potency is read from the fitted curve at half-maximal effect; % of control where 0% means no effect; nearly all actives have a fitted effect of over 60% in size
#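 After overnight (16 hr) compound treatment at 37 °C, ELG1-luciferase HEK293T cells were lysed with ONE-Glo; luminescence quantified 30 min later at room temperature.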
# TRPV1 ag: HTS Assay for Compounds that Act as Agonists of the Vanilloid Receptor 1 | Transient receptor potential cation channel subfamily V member 1 (Homo sapiens), Q8NER1 | TRPV1-expressing cells, Fluo-8 calcium influx, agonist mode | activation, % at 8.33 µM | hit rate 0.19% among 320,000; in the data active = activation above about 80%; inconclusive = between about 30% and that limit; also: 0% is about no effect
#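 Fluo-8 calcium influx in TRPV1-expressing cells, kinetic read (ex 480/em 520 nm). Compound added and read 3 min for agonist activity, followed by capsaicin at EC20 final and 2 min further read for enhancement.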
# Tb PFK inh: qHTS Assay to Find Inhibitors of T. brucei phosphofructokinase | ATP-dependent 6-phosphofructokinase (Trypanosoma brucei brucei), O15648 | T. brucei PFK, ADP-Glo luminescence | Potency, µM (series often up to 57.5 µM), for inactives: at the highest dose activity, negative = inhibition, actives largely listed as inhibitors | hit rate 0.17% among 330,000 | AID 485367, 2010;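 also: potency is read from the fitted curve at half-maximal effect; 0% = uninhibited 1x PFK enzyme wells and -100% = no-enzyme wells; nearly all actives have a fitted effect of over 60% in size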
# Target sequence (O15648 whole entry, looked up): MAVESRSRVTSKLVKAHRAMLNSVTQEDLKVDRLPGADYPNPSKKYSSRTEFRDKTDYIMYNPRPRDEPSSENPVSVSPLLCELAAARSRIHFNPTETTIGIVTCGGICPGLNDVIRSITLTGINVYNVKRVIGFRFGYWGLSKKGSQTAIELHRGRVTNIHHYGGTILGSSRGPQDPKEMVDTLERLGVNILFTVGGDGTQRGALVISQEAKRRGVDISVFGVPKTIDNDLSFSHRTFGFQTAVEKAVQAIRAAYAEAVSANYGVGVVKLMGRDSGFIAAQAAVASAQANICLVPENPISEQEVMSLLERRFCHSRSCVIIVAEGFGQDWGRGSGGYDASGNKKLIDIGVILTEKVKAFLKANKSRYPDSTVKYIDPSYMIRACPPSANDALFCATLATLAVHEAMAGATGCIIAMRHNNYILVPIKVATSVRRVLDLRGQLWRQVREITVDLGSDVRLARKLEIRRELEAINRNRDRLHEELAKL
#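 In TEA buffer at pH 8.0 with 5 mM MgCl2, enzyme (1.25 nM) converted F6P (0.5 mM) and ATP (0.1 mM) for 45 min at room temperature. ADP product was read by luciferase luminescence.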
# Active calls of the source: *; ? = inconclusive; . = no result given; [ ] = remark or other dose. Unless noted, calls follow the shape of the dose curve; as a rule, active = well fitted curve in the direction sought with a large enough effect; inconclusive = small, poorly fitted or top-dose-only effect, or another doubt; inactive = no such curve, though single readings can be large; an effect the other way counts as inactive or inconclusive.
SMILES,BRCA1 expr act,FLuc modulator,NPC1 prom act,RORgamma inh,ELG1 DNA repair,Gal4-VP16 FLuc,Rab9 promoter act,p53 reactivator,ELG1 genotoxic,TRPV1 ag,Tb PFK inh
CC(C(=O)N1CCc2ccccc21)n1cnc2c1c(=O)n(C)c(=O)n2C (configuration not stated),-11%,3%,-2%,.,9%,.,-2%,0%,0%,-1,2%
COC(=O)[C@@]12CCCN1[C@H](c1ccc(-c3ccc(Cl)c(Cl)c3)c(OC)c1)[C@H]1C(=O)N(C)C(=O)[C@H]12,-59%,.,.,.,?,.,.,-6%,-2%,.,1%
CSc1ccc(S(=O)(=O)NCC(=O)OCC(=O)N(C)CC(=O)Nc2ccccc2Cl)cc1[N+](=O)[O-],8%,0%,1%,.,4%,.,-9%,3%,11%,6,-5%
CC1c2cc3c(cc2CCN1C(=O)c1ccc(Cl)cc1)OCCCO3 (configuration not stated),-14%,-3%,2%,22%,23µM*,0%,1%,-1%,-10%,9,-10%
CC1CCc2ccccc2N1C(=O)c1cccs1 (configuration not stated),0%,-2%,1%,-12%,1%,4%,1%,5%,-6%,1,0%
Cc1sc2ncnc(OCC(=O)N3CCN(S(=O)(=O)c4ccccc4)CC3)c2c1C,2%,-1%,-1%,20%,?,6%,1%,-13%,-9%,0,3%
COc1cc(/C=C/C(=O)OCC(=O)c2c(N)n(C)c(=O)n(C)c2=O)ccc1OC(F)F,1%,0%,-10%,30%,3%,1%,0%,-4%,-6%,5,3%
CCOc1ccc(N(CC(=O)NCCc2ccc(C)cc2)S(=O)(=O)c2c(C)noc2C)cc1,-18%,0%,0%,13%,-2%,0%,4%,-5%,-5%,5,0%
CCC(=O)Nc1cccc(-c2ccc(N3CCCCC3)nn2)c1,?,0.54µM*,0.56µM*,2.5µM*,?,2.8µM*,0.45µM*,?,2.3µM*,15,-6%
CC(C)C(OC(=O)c1nsc(Cl)c1Cl)C(=O)NC1CCCCC1 (configuration not stated),1%,2%,2%,29%,-1%,-4%,0%,-1%,0%,26,3%
Cc1nnc(SCC(=O)c2c(N)n(C3CC3)c(=O)[nH]c2=O)n1-c1ccccc1,3%,.,0%,.,3%,.,1%,2%,2%,-3,0%
COc1cc(OC)c(OC)cc1CN1CCN(S(=O)(=O)c2ccc(F)cc2)CC1,-37%,0%,-2%,-1%,?,5%,2%,-1%,-11%,1,1%
O=C(COC(=O)c1ccc(O)cc1O)Nc1ccc2ccccc2c1,4%,-15%,1%,.,?,.,4%,7%,12%,2,-4%
CCC(=O)Nc1cccc(C(=O)c2ccccc2)c1,32%,-8%,0%,36%,0%,10%,2%,0%,10%,8,0%
Cc1oc(-c2ccccc2Cl)nc1CN(C)C(C)c1ccon1 (configuration not stated),-3%,-6%,0%,16%,?,-10%,-2%,-3%,-1%,3,-3%
O=C(CSc1nc(-c2ccco2)cc(C(F)(F)F)n1)NC1CCCC1,-17%,1%,-2%,-23%,-12%,-2%,-4%,-3%,-6%,.,0%
COc1ccccc1OCCCOc1cccc(/C=C2\SC(=O)NC2=O)c1,-27%,?,0%,?,?,?,-2%,.,-3%,1,-2%
CCC(C)NC(=O)CN(C)S(=O)(=O)c1ccc2c(c1)c(=O)n(C)c(=O)n2C (configuration not stated),4%,16%,-5%,-2%,0%,1%,2%,0%,4%,7,1%
CC1C(=O)N(Cc2ccccc2F)c2ccccc2N1C(=O)c1c(F)cccc1F (configuration not stated),-24%,0%,-8%,-8%,?,-2%,-7%,-6%,-8%,?,-16%
CC(NC(=O)CCSCCC(=O)NC(C)c1ccccc1)c1ccccc1 (configuration not stated),1%,-1%,-5%,1%,-18%,-3%,1%,4%,-1%,-1,4%
CC(=O)NC(c1cccs1)c1cc([N+](=O)[O-])c2cccnc2c1O (configuration not stated),-86%,0%,-1%,6.3µM*,?,16µM*,1%,?,-5%,-3,5%
COc1ccc(-n2cc(-c3ccccc3)c3c(=O)[nH]cnc32)cc1,-28%,3%,2%,-41%,-24%,18%,-8%,-10%,-2%,?,-2%
O=C(COc1ccccc1)Nc1ccc2c(c1)nc1n2CCSC1,48%,21µM*,?,11%,?,3%,4µM*,13%,?,-1,-9%
Cc1cc(N2CCC(C(=O)NC3CCCCC3)CC2)nc(-c2ccccc2)n1,-48%,2%,2%,1%,16%,0%,-2%,-3%,-11%,14,0%
CCC(C(=O)OCC(=O)Nc1ccc(F)cc1)c1ccccc1 (configuration not stated),0%,4%,-4%,.,-3%,.,3%,4%,-5%,?,-1%

# Three entries picked at random from the list so far, as already listed:
SMILES,BRCA1 expr act,FLuc modulator,NPC1 prom act,RORgamma inh,ELG1 DNA repair,Gal4-VP16 FLuc,Rab9 promoter act,p53 reactivator,ELG1 genotoxic,TRPV1 ag,Tb PFK inh
COc1ccccc1OCCCOc1cccc(/C=C2\SC(=O)NC2=O)c1,-27%,?,0%,?,?,?,-2%,.,-3%,1,-2%
COC(=O)[C@@]12CCCN1[C@H](c1ccc(-c3ccc(Cl)c(Cl)c3)c(OC)c1)[C@H]1C(=O)N(C)C(=O)[C@H]12,-59%,.,.,.,?,.,.,-6%,-2%,.,1%
CC(C)C(OC(=O)c1nsc(Cl)c1Cl)C(=O)NC1CCCCC1 (configuration not stated),1%,2%,2%,29%,-1%,-4%,0%,-1%,0%,26,3%

# Further compounds follow:
SMILES,BRCA1 expr act,FLuc modulator,NPC1 prom act,RORgamma inh,ELG1 DNA repair,Gal4-VP16 FLuc,Rab9 promoter act,p53 reactivator,ELG1 genotoxic,TRPV1 ag,Tb PFK inh
COC(=O)c1ccc(/C=N/NC(=O)CC(=O)NC2CCCCC2)cc1,13%,-12%,-2%,-14%,6%,7%,0%,-2%,7%,0,2%
O=C(NCc1ccccc1F)C1CCCN(S(=O)(=O)c2ccc(-n3cnnn3)cc2)C1 (configuration not stated),-34%,3%,0%,-2%,15%,-11%,-1%,-4%,5%,0,-4%
O=C(CC1SC(=Nc2ccccc2)N(Cc2ccccn2)C1=O)Nc1cccc(Cl)c1 (configuration not stated),-25%,-19%,5%,?,?,-25%,-1%,?,-1%,?,-10%
Clc1ccccc1-c1nn2c(-c3ccccn3)nnc2s1,64%,?,11%,-7%[10 µM],?,10%,1%,6%,10%,21,1%
COc1ccc2c(c1)C(=O)N1[C@H]3c4cc(Br)ccc4OC[C@@H]3[C@H](c3ccccc3)[C@]1(C)C(=O)N2,0%,3%,-5%,.,?,.,1%,-11%,0%,2,16%
COc1ccc(S(=O)(=O)N2CCN(C(=O)C3CCCCC3)CC2)cc1,-17%,-1%,-2%,?,1%,?,-6%,6%,-4%,3,1%

# In the list so far, these have two or more sulfur atoms:
SMILES,BRCA1 expr act,FLuc modulator,NPC1 prom act,RORgamma inh,ELG1 DNA repair,Gal4-VP16 FLuc,Rab9 promoter act,p53 reactivator,ELG1 genotoxic,TRPV1 ag,Tb PFK inh
CSc1ccc(S(=O)(=O)NCC(=O)OCC(=O)N(C)CC(=O)Nc2ccccc2Cl)cc1[N+](=O)[O-],8%,0%,1%,.,4%,.,-9%,3%,11%,6,-5%
Cc1sc2ncnc(OCC(=O)N3CCN(S(=O)(=O)c4ccccc4)CC3)c2c1C,2%,-1%,-1%,20%,?,6%,1%,-13%,-9%,0,3%
